# PrPC surface inh – reduces human prion protein on the cell surface | cell surface PrPC, TR-FRET read-out | inhibition, % at 13.8 µM | 0.43% of 370,000 active; in the data active = inhibition above about 24%; note: 0% = median of the test wells and 100% = reference compound wells
# Y pestis TopoI – blocks Yersinia pestis topoisomerase I activity | Y. pestis Topo-I cleavage product accumulation, plate reader | activity, % at 10 µM | 0.064% of 360,000 active; in the data active = activity above about 50%, passing the limit was not always enough; inconclusive = no clear call, values can overlap the other calls; note: inactives centre near 2
# Anthrax LF inh2 – anthrax lethal factor protease inhibition | multiplex microsphere protease cleavage assay, LF | AID 588501 | inhibition, % at 10 µM | 0.12% of 360,000 active; note: plate controls were buffer without enzyme for full effect and enzyme alone for no effect
# Target sequence (P15917 whole entry, looked up): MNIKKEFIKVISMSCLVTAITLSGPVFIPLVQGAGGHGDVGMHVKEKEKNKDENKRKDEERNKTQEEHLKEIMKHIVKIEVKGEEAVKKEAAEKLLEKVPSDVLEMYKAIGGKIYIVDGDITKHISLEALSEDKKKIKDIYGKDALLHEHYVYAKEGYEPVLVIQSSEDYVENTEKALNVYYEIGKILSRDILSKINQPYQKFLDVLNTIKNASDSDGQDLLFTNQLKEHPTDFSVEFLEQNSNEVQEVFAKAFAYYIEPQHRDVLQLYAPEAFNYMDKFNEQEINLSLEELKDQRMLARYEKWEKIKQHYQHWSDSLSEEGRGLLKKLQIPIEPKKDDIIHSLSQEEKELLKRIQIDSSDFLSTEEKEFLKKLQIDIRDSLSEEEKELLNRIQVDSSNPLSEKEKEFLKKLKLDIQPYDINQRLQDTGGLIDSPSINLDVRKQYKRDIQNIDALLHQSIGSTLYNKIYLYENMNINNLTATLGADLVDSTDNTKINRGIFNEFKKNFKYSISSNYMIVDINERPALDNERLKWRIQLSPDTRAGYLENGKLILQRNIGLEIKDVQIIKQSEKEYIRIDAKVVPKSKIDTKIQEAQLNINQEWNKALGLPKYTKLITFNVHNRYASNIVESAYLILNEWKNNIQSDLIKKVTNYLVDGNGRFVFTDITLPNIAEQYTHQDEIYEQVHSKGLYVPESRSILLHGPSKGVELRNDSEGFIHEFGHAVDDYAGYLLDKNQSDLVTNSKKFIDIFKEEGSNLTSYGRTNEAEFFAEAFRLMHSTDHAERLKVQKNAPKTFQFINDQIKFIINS
# BoNT-A LC inh2 – BoNT A light chain protease inhibition; multiplex microsphere protease substrate cleavage, flow cytometry; inhibition, % at 10 µM; 0.17% of 360,000 active; AID 588499; note: plate controls were buffer without enzyme for full effect and enzyme alone for no effect
# BoNT F protease – blocks Botulinum neurotoxin F light chain protease; 0.22% of 360,000 active; inhibition, % at 10 µM; Multiplex microsphere protease cleavage assay, flow cytometry; AID 588497; in the data active = inhibition above about 35%, passing the limit was not always enough; inconclusive = no clear call, values can overlap the other calls; note: plate controls were buffer without enzyme for full effect and enzyme alone for no effect
# TcdB GH inh – TcdB glycohydrolase inhibition; P18177; 0.24% of 350,000 active; TcdB glycohydrolase enzymatic assay, plate reader; inhibition, % at 9.99 µM; in the data active = inhibition above about 10%
# FadD28 FP inh – inhibitors of Mycobacterium tuberculosis FadD28 bisubstrate binding; 0.22% of 360,000 active; FadD28 bisubstrate probe binding, fluorescence polarization; inhibition, % at 12.5 µM; in the data active = inhibition above about 8.5%, passing the limit was not always enough; inconclusive = no clear call, values can overlap the other calls
# CCHF vOTU inh – CCHFV vOTU protease inhibition; inhibition, % at 11.5 µM; Pep-AMC fluorescence; AID 651958; 0.55% of 370,000 active; in the data active = inhibition above about 30%; note: 0% = vehicle wells with enzyme and 100% = no enzyme wells
# PfHsp40 rescue – restores yeast growth despite PfHsp40 toxicity; AID 504582; 0.68% of 340,000 active; growth rescue, % at 12.5 µM; S. cerevisiae expressing PfHsp40, growth rescue, ATP luminescence; in the data active = growth rescue above about 28%, passing the limit was not always enough; inconclusive = no clear call, values can overlap the other calls;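 note: yeast W303a lacking pdr1 and pdr3 grown in galactose medium; growth measured after three days at 30 °C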
# Active calls of the source: *; ? = inconclusive; . = not tested or not shown; & = joins results of further samples. Cut-off read from the data, not from the text of the source, unless noted: active = inhibition above about 30%; inconclusive = no clear call, values can overlap the other calls; inactive = below that.
mol	Anthrax LF inh2	CCHF vOTU inh	Y pestis TopoI	PfHsp40 rescue	PrPC surface inh	BoNT F protease	TcdB GH inh	FadD28 FP inh	BoNT-A LC inh2
Cc1cc(NC(=O)COC(=O)c2cc(S(=O)(=O)N3CCOCC3)ccc2N2CCCCC2)no1	1	0	8	-0.2	1	2	.	0.5	0.2
COc1cccc(CC(=O)Nc2sc3c(c2C(N)=O)CCCC3)c1	-7	8	16	-0.6	-1	-20	2.2	-0.8	-5.6
Nc1cc(N)nc(SCC(=O)Nc2cccc(S(=O)(=O)N3CCCCC3)c2)n1	-11	7	1	0.0	-1	-9	-0.3	0.1	-0.5
CC(C)COC(=O)N(C)C[C@H]1OCc2cn(nn2)CCCC(=O)N([C@@H](C)CO)C[C@@H]1C	-8	8	.	.	-3	2	0.1&0.3	0.5	-0.3
CCN1CCN(C(=S)Nc2ccc3nc(N4CCN(CC)CC4)cc(C)c3c2)CC1	1	-44	4	-0.7	-7	-1	.	-3.6	3.1
CCCN(CCC)Cc1cc(=O)oc2cc(C)c(Cl)cc12	-4	6	.	.	-5	-10	4.0	-1.3	-0.2
Cc1cnc(NC(=O)CN2CCN(c3ccccn3)CC2)s1	0	-3	8	-0.5	38*	-71	1.1	0.1	-3.6
C#CCOCCOCCOCCNc1nc(N2CCN(C(=O)Cn3cc(CCCCN)nn3)CC2)nc(N2CCN(C(=O)Cn3cc(CCCN=C(N)N)nn3)CC2)n1	4	5	-11	-0.7	-1	-7	-0.5	-2.3	0.0
COC(=O)C1=NNC(C(=O)c2ccco2)C1c1ccccc1 (configuration not stated)	-4	3	-4	1.0	-2	-2	1.7	1.2	0.7
NS(=O)(=O)c1cccc(NC(=O)COC(=O)c2cc([N+](=O)[O-])ccc2N2CCCC2)c1	-3	9	-2	-0.1	-26	0	0.8	0.0	-0.4
O=C(c1ccccc1)c1ccccc1C(=O)c1ccccc1	4&4	-3&-13	11&-3	0.1	-5&-1	-37&7	1.4&0.6	-2.3&-0.9	-7.5&0.7
Cc1ccc(CSc2cc(C)[nH]c(=O)n2)cc1	-1	4	2	-1.0	2	0	0.1	-4.0	1.6
O=C(Cn1c(=O)n(CC2CS2)c2ccccc21)N1CCCCC1 (configuration not stated)	-2	0	3	-1.1	8	10	0.3	-2.0	-0.7
CCCCc1nc(SCC(=O)Nc2cccc(Cl)c2)n[nH]1	-4	22	5	0.9	-1	-6	-0.9	-0.8	2.3
CC(C)OCCCNC(=O)C(Cc1ccccc1)NS(=O)(=O)c1ccc2c(c1)CCC(=O)N2 (configuration not stated)	-2	8	-2	-0.4	-5	5	0.5	0.1	-0.7
COc1cccc(C(=O)N(C)CC2CCN(CCc3cccc(C(F)(F)F)c3)CC2)c1	4	-5	26	-0.7	-11	-22	1.4	-0.5	-1.6
CCc1ccc(OCCOCCN2CCN(C)CC2)cc1	-17	-8	-7	-0.6	4	?	0.4	-0.4	-5.6
Cc1cc(=O)oc2cc(NC(=S)NNC(=O)c3c(Cl)cnn3C)ccc12	0	-71	-6	-0.4	-3	-6	-4.4	0.0	-2.9
O=C(c1cccc([N+](=O)[O-])c1)N1CCN(S(=O)(=O)/C=C/c2ccccc2)CC1	-7	1	9	-1.2	-9	-4	0.9	-3.7	0.1
CCn1c(C)c(C2=CCN(S(=O)(=O)c3ccc(C)cc3)CC2)c2ccccc21	0	10	11	0.1	5	-12	.	0.1	6.0
Cc1csc(=O)n1CC(=O)OCC(=O)NNC(=O)c1ccc([N+](=O)[O-])cc1	?	0	-3	0.2	-22	?	2.2	-1.7	3.9
CCCOc1ccc(-c2nn(-c3ccccc3)cc2/C=C2\SC(=S)N(C3CCS(=O)(=O)C3)C2=O)cc1 (configuration not stated)	47*	6	4	-1.6	9	40*	.	-0.1	49*
CN(C)S(=O)(=O)c1cccc(NC(=O)COC(=O)/C=C/c2ccco2)c1	0	25	-4	-1.6	-8	-4	.	-0.3	0.3
CN(CCc1ccccc1)C(=O)c1cccc(NC(=O)Cc2cccc(NC(=O)C3CCCN(C(=O)C4CCCC4)C3)c2)c1 (configuration not stated)	-1	13	19	0.9	10	-3	-0.6	-4.9	-0.4
CCOC(=O)CNC(=O)C1c2ccccc2C(=O)N(c2ccc(OC)cc2)C1c1ccc(OC)cc1 (configuration not stated)	-2	-6	15	-1.3	-2	4	.	0.6	-0.2
CC(=O)Nc1nn(CC(C)C)c2nc3ccc(C)cc3cc12	5	-17	10	.	-1	-5	0.9	0.0	0.0
COC(=O)C1CN(C(=O)COc2ccc(Cl)cc2Cl)c2ccccc2O1 (configuration not stated)	6	14	9	1.4	-8	-10	0.1	.	-2.0
CCc1ncn(CCc2ccccc2OC)c1C(C)C	-1	1	.	.	1	-6	2.6	.	0.7
O=C(CSc1nnc(Cc2ccccc2)o1)c1ccc(F)cc1	-1	-11	-2	0.9	2	?	1.9	-2.0	-1.6
COc1ccc(-n2c(=S)[nH]c(=O)c3cccnc32)cc1	-5	-11	3	-0.1	-1	4	0.5	-4.0	-0.4
CC(Nc1nc(N2CCCCC2)nc2ccccc12)c1ccccc1 (configuration not stated)	-5	-11	6	1.3	-11	-5	.	-4.3	?
Cc1cc(C)n(-c2ccc(Cl)c(Cl)c2)n1	2	11	1	-1.1	-6	-4	-0.4	-0.5	-0.4
CN(C)c1ccc(CN(C(=O)c2cc3ccccc3oc2=O)C2CCS(=O)(=O)C2)cc1 (configuration not stated)	-2	4	-2	-0.3	-7	3	1.5	-0.8	0.6
CCN1C(=O)[C@H]2[C@@H](c3ccc(-c4ccc(Cl)c(Cl)c4)cc3)N[C@@](Cc3ccccc3)(C(=O)OC)[C@H]2C1=O	-8	-6	25	-1.1	2	-13	0.9	0.4	-0.4
Cn1c(NC(=O)C[n+]2cc(-c3ccc(Cl)c(Cl)c3)n3c2CCC3)cc(=O)n(C)c1=O	-1	-10	-2	-1.2	3	3	.	-4.6	0.3
Clc1c(-c2nnc3n2CCCCC3)sc2ccccc12	3	-2	15	-0.1	-8	-1	.	-3.6	-0.3
Cc1nn(Cc2ccc([N+](=O)[O-])cc2)c(=O)n1-c1cccc(Cl)c1	3	4	-7	-1.3	-10	-9	0.8	-2.6	0.1
Cc1ccc(NC(=O)CC2(CC(=O)O)CCCC2)cc1	11	-10	3	-0.7	7	33	1.0	-0.1	0.2
CS(=O)(=O)N1CCc2cc(C(=O)Nc3ccccc3Br)ccc21	-7	4	15	0.3	-4	0	8.2	0.5	-0.8
CC(=O)c1ccc(S(=O)(=O)N2CCNCC2)cc1	-1	-1	3	-1.2	3	-8	0.9	-0.4	-0.3
O=C(c1ccc(CS(=O)(=O)c2ccc(Br)cc2)o1)N1CCN(c2ccc(F)cc2)CC1	-2	8	9	1.2	2	6	0.4	-2.0	1.1
CC(C)C[C@H](N)c1nnc(S(=O)(=O)Cc2cccc(F)c2)o1	-5	-16	0	0.8	-2	-5	-0.6	-2.8	-0.7
OC(CNCCNc1ncccc1C(F)(F)F)COc1ccc(F)cc1 (configuration not stated)	-4	-2	1	-0.4	-4	-13	0.4	-1.4	0.1
O=C(c1cc(=O)[nH]c2ccccc12)N1CCc2ccccc2C1	-3	-2	-7	1.2	-6	-2	0.8	-1.9	-0.1
Cc1ccc(S(=O)(=O)CCC(=O)OCC(=O)NC(N)=O)cc1	-4	-3	2	?	0	-10	-4.1	-1.5	0.1
COc1ccccc1-c1nc2ccccc2nc1-c1ccccc1OC	1	-1	14	0.4	-4	-4	.	-4.4	-0.5
COC(=O)c1ccc(NS(=O)(=O)c2cc3c4c(c2)CCN4C(=O)CC3)cc1	0	-9	2	1.1	-7	-16	0.3	-2.6	-4.6
CC(C)CCOc1ccc(C2=NNC(=O)CC2)cc1	-4	-1	7	-0.9	-1	2	1.2	-0.3	0.0
O=C(CSc1ccc(Br)cc1)N1CCN(S(=O)(=O)c2ccccc2)CC1	1	-4	26	2.6	0	7	2.0	-5.7	3.4
COc1ccccc1C(=O)NNC(=O)c1ccncc1	1	14	5	0.0	2	-5	2.1	-0.6	-0.7
Cc1noc(C)c1COc1cccc(C(=O)OCC(=O)NC(=O)c2ccc(OC(F)F)cc2)c1	1	-5	-4	0.3	-1	-5	0.4	0.7	0.6
Cc1ccc(NC(=O)CCNS(=O)(=O)c2ccc3[nH]c(=O)oc3c2)c(C)c1	1	9	-10	-0.9	9	0	1.0	-3.7	0.9
CC(=O)c1cccc(N(CC(=O)N2CCCC2)S(C)(=O)=O)c1	-4	5	6	0.2	-6	7	0.2	0.4	0.4
COc1ccccc1NS(=O)(=O)c1cc(N/C(=N\S(=O)(=O)c2ccccc2)c2ccc(F)cc2)ccc1Cl	-4	1	5	0.9	3	-12	.	-2.1	-0.9
CN(CC(=O)N1CCN(Cc2ccccc2)CC1)C(=O)Cc1ccc(Cl)c(Cl)c1	-8	26	33	0.5	1	-8	0.7	-0.2	0.0
CN(CC(=O)Nc1ccccc1Br)C(=O)c1cc(S(=O)(=O)N(C)C)ccc1N1CCCC1	.	7	16	0.8	3	.	0.7	-3.8	.
N#Cc1c(N)c(C(=O)c2ccc(Br)cc2)n2c1CCC2	-2	1	2	-0.6	4	-25	.	-0.5	0.2
O=[N+]([O-])c1ccccc1COc1ccc(Cl)c2cccnc12	-6	-8	1	-0.5	-2	14	0.9	-2.2	-3.1
FC(F)c1nc2ccccc2[nH]1	-9	-12	3	-0.2	7	0	3.1	0.0	-0.7
Cc1occc1C(=O)N1CCN(c2ccc(Cl)cc2)CC1	-1	18	10	-0.6	-6	-16	1.1	-0.4	-4.1

# New compounds follow:
mol	Anthrax LF inh2	CCHF vOTU inh	Y pestis TopoI	PfHsp40 rescue	PrPC surface inh	BoNT F protease	TcdB GH inh	FadD28 FP inh	BoNT-A LC inh2
O=C(C1CCCC1)N1CCN(S(=O)(=O)c2ccc(Cl)cc2)CC1	2	-15	5	0.1	6	0	0.8	-0.3	0.1
CC(=O)Nc1ccc(/C=N/NC(=O)CNC(=O)c2ccccc2)cc1	-4	2	-5	-1.1	-10	-2	0.2	-2.7	-0.5
COCCNc1c2c(nc3c(-c4ccccc4)c(C)nn13)CCC2	3	-6	11	-1.2	5	?	1.5	-2.1	2.1
NS(=O)(=O)c1ccc(SCc2ccccc2)nc1	-3	-4	-9	0.2	-3	-11	0.6	-1.8	-0.7
Cc1ccc(-c2csc(N(CC3CCCO3)C(=O)c3ccco3)n2)cc1 (configuration not stated)	0	6	34	0.7	1	0	.	-3.6	-0.6
CCc1c(C)nc(N2CCN(c3ccc(OC)cc3)CC2)[nH]c1=O	-3	-3	-4	0.4	0	-16	3.7	-3.3	0.2
CC1CCCC(C)N1c1nnc(N)s1 (configuration not stated)	-3	5	5	-1.9	0	-4	0.2	-0.4	-0.5
CCOc1ccc(NC(=O)CC2C(=O)N(c3ccccc3)C(=O)N2CCOC)cc1 (configuration not stated)	-2	2	-3	0.3	4	-3	0.8	0.1	0.6
C=CCC[C@@H](Cc1ccc(F)cc1)C(=O)OC[C@@H](C)NC(=O)[C@H](CC=C)CC(=O)N(CCO)Cc1ccccc1	6	25	16	7.9	2	7	0.4	-2.6	-0.4
O=C(O)CC1NC(=S)N(c2ccccc2)C1=O (configuration not stated)	-1	-14	0	0.7	7	2	.	-1.9	0.6

# Reprinted at random: four records from the list.
mol	Anthrax LF inh2	CCHF vOTU inh	Y pestis TopoI	PfHsp40 rescue	PrPC surface inh	BoNT F protease	TcdB GH inh	FadD28 FP inh	BoNT-A LC inh2
C=CCC[C@@H](Cc1ccc(F)cc1)C(=O)OC[C@@H](C)NC(=O)[C@H](CC=C)CC(=O)N(CCO)Cc1ccccc1	6	25	16	7.9	2	7	0.4	-2.6	-0.4
O=C(O)CC1NC(=S)N(c2ccccc2)C1=O (configuration not stated)	-1	-14	0	0.7	7	2	.	-1.9	0.6
CC(=O)Nc1ccc(/C=N/NC(=O)CNC(=O)c2ccccc2)cc1	-4	2	-5	-1.1	-10	-2	0.2	-2.7	-0.5
CC1CCCC(C)N1c1nnc(N)s1 (configuration not stated)	-3	5	5	-1.9	0	-4	0.2	-0.4	-0.5

# Bioassay records: PubChem, several laboratories
